# From PubChem BioAssay
# HP1b chromo inh: blocks HP1-beta chromodomain binding to methylated histone tails | P83916 | AlphaScreen HP1-beta / biotin-H3K9me3 peptide binding | Potency, µM (doses to about 114 µM), without a hit: top-dose activity change, negative = inhibition, hits mostly inhibitors | 390,000 tested, 0.56% active; note: potency is the fitted concentration of half-maximal effect; nearly all actives have a fitted effect of over 70% in size; inactives centre near 23
# Target sequence (P83916 whole entry, looked up): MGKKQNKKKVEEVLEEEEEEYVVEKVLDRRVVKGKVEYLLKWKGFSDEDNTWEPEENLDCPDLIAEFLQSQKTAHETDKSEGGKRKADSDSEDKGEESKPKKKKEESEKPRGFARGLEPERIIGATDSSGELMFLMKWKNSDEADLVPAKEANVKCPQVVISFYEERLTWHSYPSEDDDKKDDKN
#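 HP1-beta protein (50 nM final) preincubated 30 min at room temperature with biotinylated H3(1-18)K9me3 peptide (50 nM) in PBS pH 7.4, 0.01% Tween-20, then compound added for 30 min. AlphaScreen streptavidin donor/nickel chelate acceptor beads (10 ug/mL final), 30 min dark, luminescence read.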
# rTrxR1 inhibitor: rat TrxR1 inhibition | O89049 | recombinant rTrxR1, NADPH fluorescence consumption, selenite substrate | Potency, µM (titrated, usually from 114 µM), inactives show top-dose activity change, negative = inhibition, most hits filed as inhibitors | 390,000 tested, 1% active | AID 588453; note: potency is the fitted concentration of half-maximal effect; % is set by controls: 0 for no effect and ±100 for the full control effect; nearly all actives have a fitted effect of over 65% in size
#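 Rat TrxR1 (90 nM in the dispensed reagent) was pre-reduced with 400 uM NADPH for 5 min at room temperature, then incubated with compound for 15 min. After 400 uM selenite was added, NADPH fluorescence (Ex 340/Em 450 nm) was followed for 8 min.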
# IDH1 R132H inh: human IDH1 R132H inhibition. IDH1-R132H enzyme, NADPH consumption, diaphorase/resazurin fluorescence. Potency, µM (top dose mostly 76.6 µM), without a hit: at the top dose activity change, negative = inhibition, hits mostly inhibitors. 390,000 tested, 0.093% active. AID 602179; note: potency is the fitted concentration of half-maximal effect; % is set by controls: 0 for no effect and ±100 for the full control effect; nearly all actives have a fitted effect of over 65% in size
#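 IDH1-R132H (0.5 ug/mL dispensed) in pH 7.5 Tris buffer was preincubated 30 min with compound, then given a substrate mix of 0.016 mM NADPH and 2 mM alpha-KG for 80 min at room temperature; remaining NADPH was read by diaphorase/resazurin fluorescence.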
# PI4K2A block: blocks human PI4K2A kinase activity. purified PI4K2A, ADP-Glo luminescence, 1 h; stronger effect = lower value. activity change, negative = inhibition, % at 76.9 µM. 420,000 tested, 0.13% active; in the data active = activity change below about -50%; inconclusive = mostly about -30% to -49%;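 note: -100% = wells without enzyme as full effect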
#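 ADP-Glo luminescence measured ADP generated by PI4K2A enzyme (4 ug/mL before mixing) with 1.2 mM PI substrate (pre-mix) and 300 microM ATP (pre-mix). Tris pH7.5 buffer with MgCl2, Triton X-100; 1 h reaction at ambient temperature.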
# Pin1 inhibitor: blocks the human prolyl isomerase Pin1; Q13526; Pin1 FP peptide displacement, HiFluor488, 10 min; Potency, µM (titrated, usually from 115 µM), for the others: at the highest dose activity, negative = inhibition, usual class: inhibitors; 390,000 tested, 0.009% active; active = well fitted inhibition curve with a large enough effect in the polarisation, with a control signal flat, not every such curve was filed as active; inconclusive = small, poorly fitted or top-dose-only effect, or effect the other way, or a change in a side signal; inactive = no such curve, though single readings can be large or run the other way; the % refers to the polarisation; note: potency is the fitted concentration of half-maximal effect; % is set by controls: 0 for no effect and ±100 for the full control effect
# Target sequence (Q13526 whole entry, looked up): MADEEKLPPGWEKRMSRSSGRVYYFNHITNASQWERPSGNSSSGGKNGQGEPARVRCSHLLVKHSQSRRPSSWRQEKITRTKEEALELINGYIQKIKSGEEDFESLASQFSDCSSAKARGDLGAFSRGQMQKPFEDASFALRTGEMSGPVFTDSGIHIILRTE
# Tb PGK inh: T. brucei PGK inhibition; P07378; PGK/GAPDH coupled, Kinase-Glo luminescence, 60 min; Potency, µM (doses to about 57.5 µM), inactives show at the highest dose activity change, negative = inhibition, hits mostly inhibitors; 380,000 tested, 0.043% active; AID 602233; note: potency is the fitted concentration of half-maximal effect; % is set by controls: 0 for no effect and ±100 for the full control effect; nearly all actives have a fitted effect of over 60% in size
#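 Recombinant glycosomal PGK reaction used 1,3-bisphosphoglycerate generated in-well by GAPDH (100nM final) in 100mM TEA pH 7.6, 5mM MgCl2, 0.01% Tween-20. After 60 minutes at room temperature, ATP was read by Kinase-Glo Plus luminescence end-point.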
# TrxR1 substrate: is turned over as a substrate by rat TrxR1; purified TrxR1 substrate turnover, NADPH consumption readout; Potency, µM (doses to about 114 µM), for the others: top-dose activity change, negative = substrate turnover; 390,000 tested, 0.01% active; AID 588456; note: potency is the fitted concentration of half-maximal effect; % is set by controls: 0 for no effect and ±100 for the full control effect; nearly all actives have a fitted effect of over 50% in size
#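 Rat TrxR1, dispensed at 90 nM, was prereduced with 400 uM NADPH (final) for 5 min at ~22 deg C, then incubated with compound 15 min before 400 uM selenite. A first-read NADPH fluorescence drop versus no-compound background flagged substrates.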
# GLS inhibitor: glutaminase GLS (human) inhibition; O94925; GLS enzymatic activity, qHTS titration; Potency, µM (top dose mostly 45.5 µM), for inactives: top-dose activity change, negative = inhibition, usual class: inhibitors; 410,000 tested, 0.21% active; note: potency is the fitted concentration of half-maximal effect; % is set by controls: 0 for no effect and ±100 for the full control effect
# Target sequence (O94925 whole entry, looked up): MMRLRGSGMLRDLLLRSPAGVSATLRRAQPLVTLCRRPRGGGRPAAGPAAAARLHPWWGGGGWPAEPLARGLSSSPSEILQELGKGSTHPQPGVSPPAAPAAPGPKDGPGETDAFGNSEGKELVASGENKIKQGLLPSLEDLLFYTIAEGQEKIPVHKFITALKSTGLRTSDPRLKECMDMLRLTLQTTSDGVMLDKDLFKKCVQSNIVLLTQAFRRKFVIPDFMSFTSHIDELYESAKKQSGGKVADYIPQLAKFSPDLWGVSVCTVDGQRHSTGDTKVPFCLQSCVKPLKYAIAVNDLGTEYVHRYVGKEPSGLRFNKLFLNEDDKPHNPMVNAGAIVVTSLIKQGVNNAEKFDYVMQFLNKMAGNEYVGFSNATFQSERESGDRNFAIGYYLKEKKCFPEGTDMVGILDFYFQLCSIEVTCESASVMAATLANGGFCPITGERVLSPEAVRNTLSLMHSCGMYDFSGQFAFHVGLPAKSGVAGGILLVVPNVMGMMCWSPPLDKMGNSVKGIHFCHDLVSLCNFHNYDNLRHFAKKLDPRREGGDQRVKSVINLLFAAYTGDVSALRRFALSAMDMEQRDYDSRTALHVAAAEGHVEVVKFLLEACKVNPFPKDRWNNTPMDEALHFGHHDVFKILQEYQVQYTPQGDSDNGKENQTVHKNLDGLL
#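 Enzyme dispensed in phosphate buffer (45 mM, pH 8.2, 0.02% Tween-20), compounds pinned in, then 1 mM L-glutamine solution and the glutamate oxidase–HRP–Amplex Red mix added; fluorescence read immediately and again after 30 min at room temperature.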
# USP1-UAF1 inh: blocks the human USP1/UAF1 deubiquitinase complex. O94782. recombinant USP1/UAF1, Ub-Rhodamine cleavage fluorescence. Potency, µM (highest dose often 57.1 µM), without a hit: top-dose activity change, negative = inhibition, usual class: inhibitors. 390,000 tested, 0.23% active; note: potency is the fitted concentration of half-maximal effect; % is set by controls: 0 for no effect and ±100 for the full control effect; nearly all actives have a fitted effect of over 60% in size; inactives centre near -12
#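 In this screen, compounds sit with the deubiquitinase complex (1nM) for 15 min at room temperature before Ub-Rho is added at 150nM final. Fluorescence rise is then followed for 6 reads every 60 seconds.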
# * hit, by the source's call; i = inactive; u = inconclusive; x = not tested or not shown; & = joins results of further samples; [ ] = another dose, or the depositor's remark. Unless noted, calls come from the whole dose curve; as a rule, active = well fitted curve in the direction sought with a large enough effect; inconclusive = small, poorly fitted or top-dose-only effect, or another doubt; inactive = no such curve, though single readings can be large; an effect the other way counts as inactive or inconclusive.
SMILES,HP1b chromo inh,rTrxR1 inhibitor,IDH1 R132H inh,PI4K2A block,Pin1 inhibitor,Tb PGK inh,TrxR1 substrate,GLS inhibitor,USP1-UAF1 inh
COC(=O)c1sccc1NC(=O)c1ccccc1[N+](=O)[O-],-17%,1%,1%,4,2%,15%,-2%,3%,-18%
CC(C)C(=O)Nc1cccc(NC(=O)c2cccc([N+](=O)[O-])c2)c1,22%,-3%,4%,0,-6%,11%,-5%,-1%,-23%
O=C(CCCc1c[nH]c2ccccc12)NCc1ccc2c(c1)OCO2,31%,5%[57.1 µM],1%,5,1%,6%,5%[57.1 µM],16%,-8%
CCCCN(C(=O)c1ccc([N+](=O)[O-])o1)c1c(N)n(CCCC)c(=O)[nH]c1=O,18%,-21%,0%,1,5%,-6%,-1%,-6%,-15%
CN=c1scc(-c2ccccc2F)n1/N=C/c1ccc(O)c(O)c1O,28µM*,-22%[57.1 µM],4%,-29,u,u,3%[57.1 µM],-30%,-14%
CCOC(=O)[C@@H]1[C@H]2COc3ccccc3[C@@H]2N2C(=O)N(c3ccccc3)C(=O)[C@@]12C,14%,17%,4%,1,1%,-4%,-4%,13%,7%
Cc1ccc(C(=O)CCC(=O)N2CCC(C(N)=O)CC2)s1,23%,10%,2%,-5,-2%,i,0%,-1%,-14%
CSc1nsc(SC)c1C(=O)NCCNS(=O)(=O)c1ccc(C)cc1,30%,1%,2%,-3,1%,-5%,-3%,8%,-16%
C[C@H](O)[C@@H]1CN2CCc3c([nH]c4ccccc34)[C@@H]2C[C@@H]1N(C)C(=O)Nc1cc(Cl)cc(Cl)c1,x,x,-2%,-4,x,i,x,u,u
Cc1ccc(C)c(OCCC(=O)NCCc2ccc(S(N)(=O)=O)cc2)c1,15%,-4%,-4%,4,0%,-2%,1%,-2%,-3%
CN(C(=O)c1ccc2c(=O)n3c(nc2c1)CCCCC3)c1ccccc1F,22%,8%,0%,-3,-5%,3%,-9%,5%,-7%
CCOc1ncccc1C(=O)OCC(=O)c1ccccc1Br,103%[activator],17%,-1%,8,-8%,-9%,-1%,-12%,-17%
CC(C)CCOc1ccc(C(=O)NNC(=O)CNC(=O)c2ccccc2F)cc1,16%,2%,0%,4,-1%,-4%,-3%,7%,-10%
O=C(O)C[C@H]1c2ccccc2S(=O)(=O)N1c1ccccc1,27%,1%&-9%,-6%,2,1%,-3%,8%&4%,1%,u
O=C(c1ccco1)N1CCN(S(=O)(=O)c2c(Cl)cccc2Cl)CC1,29%,-14%,-6%,-4,2%,0%,-8%,3%,3%
O=C(CC1CCC1)Nc1cccc2c([N+](=O)[O-])cccc12,11%,8%,0%,6,0%,-2%,1%,0%,-9%
Cc1ccc(C(=O)NCC(=O)N2CCCCCC2)cc1,0%,8%,1%,1,-6%,i,-4%,0%,-14%
Cc1ccccc1N(C)S(=O)(=O)c1ccc2[nH]cc(C(=O)NCC3CCCO3)c(=O)c2c1 (stereo unspecified),-3%,14%,10%,9,-1%,i,13%,-2%,-16%
O=C(COC(=O)Cc1ccc([N+](=O)[O-])cc1)NCc1ccc2c(c1)OCO2,29%,0%,9%,6,-7%,-8%,-9%,-12%,-15%
CCN(CC)c1ccc(Nc2cc3n(c(=O)n2)CCc2cc(OC)c(OC)cc2-3)cc1,u,-19%,-26%,4,5%,7%,-12%,55%[activator],-10%
CC12COC3(C(N)=O)CC1CCC32C (stereo unspecified),36%,11%,11%,-1,-1%,-6%,7%,1%,-18%
CC(Sc1nc(N2CCOCC2)nc(N2CCOCC2)n1)C(=O)Nc1ccccc1 (stereo unspecified),52%[activator],9%,-4%,-3,3%,5%,-2%,-6%,-7%
CCOC(=O)c1ccc(N2Cc3ccccc3C2=NC(=O)c2cccs2)cc1,28%,16%,2%,-5,9%,-8%,5%,4%,-6%
Cc1oc(-c2cccc(Cl)c2)nc1Cn1c(SCc2ccc(F)cc2)nc2cccnc21,35%,14%,-10%,-4,54%[activator],10%,13%,-2%,u
Cc1nnc(N(C)C(=O)c2ccc3c(c2)OCO3)s1,50%[activator],0%,-6%,-1,5%,4%,-4%,13%,3%
COc1ccc(N2CCN(C(=O)CSc3nnnn3-c3ccc4c(c3)OCCO4)CC2)cc1,-7%,15%,0%,1,-9%,8%,9%[57.1 µM],-7%,-7%
COc1cc(/C=C(/C#N)c2nc3ccccc3c(=O)[nH]2)ccc1O,47%[activator],0%,12%,-9,121%[activator],i,1%,-22%,-16%
CCN1CCN(Cc2nc3c(c(=O)[nH]c(=O)n3C)n2Cc2ccccc2Cl)CC1,21%,37%[activator][57.1 µM],4%,-12,-7%,-10%,10%[57.1 µM],-5%,-9%
O=C(Nc1ccccc1)Nc1ccc2c(c1)CCC2,19%,25%,21%,4,3%,-5%,0%,-3%,-15%
NC(=O)c1ccc(N2CCCC2)nc1,18%,3%,-4%,26,-10%,10%,-2%,-12%,-14%
CCCCOC(=O)c1nc[nH]c1C(=O)OCCCC,38%,3%[57.1 µM],0%,-15,u,6%,8%[57.1 µM],5%,-5%
O=C(NCC1(c2ccccc2)CCCC1)c1ccc(Br)cc1,32%,10%,7%,0,-2%,2%,11%[57.1 µM],7%,-4%
O=c1c2oc3ccccc3c2n(Cc2cccc(C(F)(F)F)c2)c(=O)n1Cc1ccc2c(c1)OCO2,52%[activator],24%,13%,3,-1%,-6%,3%,7%,-4%
CCc1ccc(OCC(=O)Nc2cc(-c3ccc(C)cc3)no2)cc1,42%[activator],20%,-7%,1,0%,1%,0%,-6%,17%
CCCCN(C(=O)c1ccc(N2CCCC2=O)cc1)c1c(N)n(Cc2ccccc2)c(=O)[nH]c1=O,24%,-1%,0%,1,2%,-1%,-5%,-1%,u
CC(C)(C)c1cc(C(=O)N/N=C/c2ccncc2)n[nH]1,42%[activator],19%,8%,1,-6%,i,-1%,1%,-17%
COCCCNC(=O)c1oc2c(c1C)-c1nn(Cc3ccc(Cl)cc3)cc1CC2,-4%,39%[activator],-25%,2,0%,-10%,-2%,-10%,-15%
CC1CCN(S(=O)(=O)c2cccc(C(=O)N(C)C3CCS(=O)(=O)C3)c2)CC1 (stereo unspecified),37%,-4%,5%,2,-7%,5%,0%,11%,-16%
CCCCCCCNC(=O)C1(CC2CC(c3cccc(Br)c3)=NO2)CCN(C(=O)C2(C)CC2)CC1 (stereo unspecified),21%,17%[57.1 µM],-4%,-3,8%,-1%,3%[57.1 µM],-1%,-21%
Cc1ccc(C(C)C)c(OCCNCCc2ccccc2)c1,u,-27%,-2%,0,-4%,-10%,-16%,0%,-21%

# Molecules listed so far that have two or more sulfur atoms:
SMILES,HP1b chromo inh,rTrxR1 inhibitor,IDH1 R132H inh,PI4K2A block,Pin1 inhibitor,Tb PGK inh,TrxR1 substrate,GLS inhibitor,USP1-UAF1 inh
CSc1nsc(SC)c1C(=O)NCCNS(=O)(=O)c1ccc(C)cc1,30%,1%,2%,-3,1%,-5%,-3%,8%,-16%
CC1CCN(S(=O)(=O)c2cccc(C(=O)N(C)C3CCS(=O)(=O)C3)c2)CC1 (stereo unspecified),37%,-4%,5%,2,-7%,5%,0%,11%,-16%

# New compounds follow
SMILES,HP1b chromo inh,rTrxR1 inhibitor,IDH1 R132H inh,PI4K2A block,Pin1 inhibitor,Tb PGK inh,TrxR1 substrate,GLS inhibitor,USP1-UAF1 inh
CC(C)C(c1nnnn1Cc1ccc(F)cc1)N1CCSCC1 (stereo unspecified),27%,-6%,1%,-1,-11%,x,15%[57.1 µM],8%,-14%
COc1ccc(C)cc1NC(=O)NC(C)c1c(-n2cccc2)sc(C)c1C (stereo unspecified),-10%,8%,x,2,19%,x,-3%,5%,u
O=C(Nc1ccc(Cl)cc1)N1CCc2[nH]c3ccccc3c2C1,u,-3%[57.1 µM],-1%,1,u,1%,2%[57.1 µM],3%,-3%
COC(=O)c1ccc(NC(=O)CSc2nncn2-c2ccccn2)cc1,-7%,18%,1%,3,1%,0%,-1%,13%,-22%
O=C(Nc1c(C(=O)N2CCN(c3ccccc3)CC2)oc2ccccc12)c1ccccc1F,-15%,19%[57.1 µM],-1%,3,4%,-2%,-2%[57.1 µM],-7%,-36%
CC(Oc1ccc(Cl)cc1)C(=O)Nc1cccc(S(=O)(=O)N2CCCC2)c1 (stereo unspecified),x,x,12%,0,x,i,x,-1%,-17%
Cc1cc(C(=O)OCC(=O)NCc2ccccc2Cl)c(C)o1,47%[activator],15%[57.1 µM],-1%,2,-3%,1%,0%[57.1 µM],-7%,-9%
Cc1oc(C(C)(C)C)cc1C(=O)NCC(=O)NCC(=O)O,23%,11%,1%,1,-13%,-3%,2%,-10%,0%
Fc1cccc(Cl)c1Cc1noc(/C=C/c2ccccc2)n1,275%[activator],32%,4%,-1,5%,x,9%,13%,-14%
Cc1noc(C(=O)Nc2cc(Cl)ccc2O)c1Cl,56%[activator],13%,-2%,5,21%,-6%,0%,1%,-27%
CC(=O)Nc1ccc(NC(=O)C(C)O/N=C/c2cccc([N+](=O)[O-])c2)cc1 (stereo unspecified),25%,8%,3%,3,-9%,i,8%,-7%,-12%
CCn1nnnc1-c1ccc(OC)c(S(=O)(=O)Nc2ccc(C)c(C)c2)c1,21%,5%,-1%,3,-2%,4%,-2%,17%,-8%
Cc1ccc(NC(=O)CSc2n[nH]c(-c3cccnc3)n2)cc1Cl,10%,u,7%,2,2%,-11%,-13%,8%,-10%

# The list is partial, so the mix of outcomes need not match the whole.
